PTHR1 ag: activates the human parathyroid hormone receptor PTHR1; Q03431; HEK293 GP2 PTHR1 cells, GloSensor cAMP luminescence, 1 h; Potency, µM (series often up to 115 µM), without a hit: top-dose activation, most hits filed as activators; actives 0.075% (n = 410,000); AID 743266; further: potency means the concentration at half of the fitted maximal effect; nearly all actives have a fitted effect of over 55% in size; some results filed as inactive show a strong effect at the top dose; inactives centre near -15; many of its hits are not listed in these tables
Target sequence (Q03431 whole entry, looked up): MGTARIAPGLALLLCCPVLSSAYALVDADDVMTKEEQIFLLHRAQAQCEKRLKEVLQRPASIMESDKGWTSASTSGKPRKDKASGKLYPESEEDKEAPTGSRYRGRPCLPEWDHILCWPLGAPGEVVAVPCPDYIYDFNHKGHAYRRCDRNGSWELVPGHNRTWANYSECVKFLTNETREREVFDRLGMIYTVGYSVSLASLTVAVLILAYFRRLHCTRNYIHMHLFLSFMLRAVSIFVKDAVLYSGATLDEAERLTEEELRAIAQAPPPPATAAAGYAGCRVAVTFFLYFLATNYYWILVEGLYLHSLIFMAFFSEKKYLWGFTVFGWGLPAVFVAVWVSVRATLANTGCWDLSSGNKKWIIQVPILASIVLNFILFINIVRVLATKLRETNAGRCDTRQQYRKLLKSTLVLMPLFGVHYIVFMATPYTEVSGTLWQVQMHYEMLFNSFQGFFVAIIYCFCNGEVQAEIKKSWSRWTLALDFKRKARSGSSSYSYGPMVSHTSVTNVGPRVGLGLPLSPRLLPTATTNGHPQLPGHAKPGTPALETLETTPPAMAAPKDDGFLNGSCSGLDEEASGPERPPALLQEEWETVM
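HEK-293-derived GP2 cells expressing PTHR1 and a GloSensor cAMP reporter, 3,000/well, plated overnight, given luciferin plus IBMX (each 0.5 mM as added) for 1 h at 37 °C, then compound for 1 h at 37 °C. Luminescence was read after 15 min at room temperature.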
EPAC1 ag: activates human EPAC1 exchange factor. O95398. EPAC1 agonist qHTS, biochemical assay; response scale: 100% = response to 6.5 mM cAMP. Potency, µM (highest dose often 154 µM), for the others: top-dose activation, hits mostly activators. actives 0.073% (n = 360,000). AID 720707; further: potency means the concentration at half of the fitted maximal effect; nearly all actives have a fitted effect of over 60% in size
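Normalized to 6.5 mM cAMP, activity reflects EPAC1-catalysed release of BODIPY-GDP from Rap1B, followed kinetically over 30 min at 480 nm excitation, 540 nm emission. Reaction contained 100 nM EPAC1, 250 nM Rap1B-BODIPY-GDP, 50 uM GDP.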
PI5P4Ka inh: inhibitors of human PI5P4K alpha; PI5P4Kalpha enzyme, ADP-Glo luminescence, 60 min; stronger effect = lower value; actives 1.2% (n = 330,000); max response, %; AID 652105; active means max response of -50% or lower; inconclusive means between -30% and -50%; inactive means -30% or higher; further: value at the top dose of about 77 µM; on the % scale 0 is the no-effect control and ±100 the full control effect
Target sequence (P48426 whole entry, looked up): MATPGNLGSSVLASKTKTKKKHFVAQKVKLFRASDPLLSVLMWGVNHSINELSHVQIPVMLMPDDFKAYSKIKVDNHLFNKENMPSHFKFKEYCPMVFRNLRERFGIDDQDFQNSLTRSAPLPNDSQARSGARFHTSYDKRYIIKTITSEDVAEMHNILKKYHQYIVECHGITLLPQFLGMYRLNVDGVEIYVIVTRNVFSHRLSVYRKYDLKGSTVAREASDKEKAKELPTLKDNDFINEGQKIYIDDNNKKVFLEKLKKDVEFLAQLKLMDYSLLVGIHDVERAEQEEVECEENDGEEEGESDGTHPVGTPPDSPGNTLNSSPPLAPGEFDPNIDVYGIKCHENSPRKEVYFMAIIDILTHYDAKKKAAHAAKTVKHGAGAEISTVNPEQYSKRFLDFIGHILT
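PI5P4Kalpha ADP-Glo assay; 5 microM ATP final; 60 min RT reaction; HEPES pH 7.4/EGTA/CHAPS, 5% DMSO; controls lacking substrate or enzyme; luminescent end-point.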
GLP1R inv ag: GLP-1 receptor (human) inverse agonism; P43220; HEK293 GLP-1R CRE-luciferase, luminescence, 24 h; GLP-1R form is constitutively active; Potency, µM (titrated, usually from 38.3 µM), for the others: top-dose activity change, negative = inhibition, most hits filed as inhibitors; actives 1.6% (n = 410,000); AID 624417; further: potency means the concentration at half of the fitted maximal effect; on the % scale 0 is the no-effect control and ±100 the full control effect; nearly all actives have a fitted effect of over 55% in size
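Readout was luciferase luminescence, measured 12 min after detection reagent at room temperature. Beforehand, GLP-1R reporter HEK293 cells had sat 12 h, then received compounds for 24 hr at 37 deg C.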
EPAC1 antagonist: blocks human EPAC1 exchange factor. AID 720709. EPAC1 GEF assay, Rap1b-BODIPY-GDP exchange fluorescence. O95398. actives 0.14% (n = 360,000). Potency, µM (top dose mostly 115 µM), for inactives: top-dose activity change, negative = inhibition, hits mostly inhibitors;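 further: potency means the concentration at half of the fitted maximal effect; plate controls were vehicle for no effect and positive control for full effect; nearly all actives have a fitted effect of over 50% in size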
GLP1R ag: agonists of human GLP-1 receptor; P43220; Potency, µM (top dose mostly 45.6 µM), without a hit: at the top dose activation, hits mostly activators; HEK293 GLP-1R CRE-luciferase, luminescence, 4-6 h; cells express a hypersensitive GLP-1R form; AID 624172; actives 0.007% (n = 380,000); further: potency means the concentration at half of the fitted maximal effect; % of control where 0% means no effect
HEK293 tox: cytotoxicity in counter-screen for GLP-1R inverse agonists; actives 0.13% (n = 410,000); HEK293 cAMP-luciferase reporter cells, luminescence, 24 h; AID 624418; Potency, µM (series often up to 38.3 µM), for the others: at the highest dose activity change, negative = inhibition, most hits filed as inhibitors;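 further: loss of luciferase light is scored as toxicity; potency means the concentration at half of the fitted maximal effect; on the % scale 0 is the no-effect control and ±100 the full control effect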
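Quantitative HTS format, 1536 wells, 200 cells/uL seeded. Compounds: 23 nL, 24 h, 37 °C. Detection: luciferase reagent, luminescence at 12 min RT; decreased signal taken as cytotoxic.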
PLK1 PBD inh: inhibitors of human PLK1 polo-box domain binding; Plk1 PBD binding of FITC phosphopeptide, fluorescence polarization; actives 2.8% (n = 360,000); P53350; AID 720504; Potency, µM, without a hit: max response, negative = inhibition, usual class: inhibitors; further: potency means the concentration at half of the fitted maximal effect; series mostly up to about 57 µM; on the % scale 0 is the no-effect control and ±100 the full control effect; nearly all actives have a fitted effect of over 65% in size
IL-2 act: IL-2 activation; IL-2 activation reporter assay, cell-based qHTS; stimulated with anti-CD3/CD4/CD28 beads; in transgenic mouse T cells; activation, % (series mostly up to about 46 µM); actives 0.065% (n = 360,000); AID 652025; in the data active means activation above about 50%; inconclusive means mostly about 30% to 49%; further: 0% is about no effect
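First, unstimulated transgenic mouse T cells were exposed to compound for 60 min. Next, anti-CD3/anti-CD4-coated beads with anti-CD28 were added. Finally, after 18 h at 37 degrees C, EGFP and DsRed were imaged.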
An asterisk follows results filed as active; i = inactive; ? = inconclusive; nt = not tested or not shown; & = joins results of further samples; [ ] = dose if it differs, or a comment. Unless noted, the call rests on the fitted dose curve; in most records, active means well fitted curve in the direction sought with a large enough effect; inconclusive means small, poorly fitted or top-dose-only effect, or another doubt; inactive means no such curve, though single readings can be large; an effect the other way counts as inactive or inconclusive.

SMILES	PTHR1 ag	EPAC1 ag	PI5P4Ka inh	GLP1R inv ag	EPAC1 antagonist	GLP1R ag	HEK293 tox	PLK1 PBD inh	IL-2 act
CCCCn1c(SCc2ccc(Cl)cc2)nc2c1c(=O)[nH]c(=O)n2C	-36%[inhibitor]	-22%	-13	56%[activator]	-10%	?	3%	21µM*	-1.6
CC1CC(C)(C)NCCNC(C)CC(C)(C)NCCN1 (stereo not given)	i	0%	nt	-1%	7%	-2%	-5%	-1%	0.8
c1cc(-c2ccc(N3CCOCC3)cc2)n2ccnc2c1	-8%	0%	-7	4%	-8%	9%	11%	-16%	-0.2
Cc1ccc(C(=O)N2CCN(C3CCCCC3)CC2)s1	?	13%	nt	?	10%	2%	-4%	-8%	-1.9
Cc1ccc(C(=O)Cn2cnc3ccccc3c2=O)cc1	-3%	-12%	-27	-9%	-6%	6%	-2%	30µM*	-0.9
CCN(CC)c1ccc(S(=O)(=O)N2CCCCC2)cc1NC(=O)C1CSC2(C)CCC(=O)N12 (stereo not given)	i	4%	1	-4%	-1%	-3%	-1%	3%	-0.1
COc1ccc(OC)c(NC(=O)CSc2nc3cccnc3n2C)c1	-11%[57.5 µM]	1%	2	26%	5%	10%	-17%	-3%	-2.0
CCOC(=O)c1[nH]c2ccc(OCC)cc2c1NC(=O)CN1CCCC(C)C1 (stereo not given)	-17%	4%	9	?	-10%	1%	-3%	6%	-2.0
COc1ccc(CCn2c(NN=C(C)C)nc3c2c(=O)[nH]c(=O)n3C)cc1	i	-10%	-19	-7%	?	0%	7%	0%	0.1
CC(C)[C@H](NC(=O)C1CC(=O)N(c2ccc3c(c2)OCO3)C1)C(=O)NC1CCCC1 (stereo not given in full)	i	-15%	-18	1%	-11%	-3%	6%	-13%	-0.3
COc1ccc(C2/C(=C(/O)c3ccccc3)C(=O)C(=O)N2c2ccccn2)c(OC)c1 (stereo not given)	i	-4%	4	11%	4%	2%	3%	-5%	-1.9
CCOC(=O)C1CCCN(CC(=O)Nc2c(F)c(F)c(F)c(F)c2F)C1 (stereo not given)	-8%	4%	-4	-18%	5%	3%	6%	-8%	-1.5
O=C(N[C@@H]1C/C=C\C[C@H](CC(=O)N(CCO)Cc2ccccc2)C(=O)NC[C@@H](c2ccccc2)OC1=O)OCC1c2ccccc2-c2ccccc21	-65%[inhibitor]	2%	-17	?	-20%	-1%	1%	2%	-0.5
O=C(NC1CCCC1)C(NS(=O)(=O)c1ccc(Br)s1)c1ccccc1 (stereo not given)	i	-3%	-6	9%	-5%	-1%	-3%	-2%	-0.6
COC(=O)C1(CC2CC(c3ccccc3)=NO2)CCN(C(=O)OC(C)(C)C)CC1 (stereo not given)	i	7%	-5	?	-2%	9%	6%	-8%	-0.3
C=CCC[C@@H](Cc1ccc(F)cc1)C(=O)OC[C@@H]1CCCN1C(=O)[C@@H](CC=C)CC(=O)N(CCO)Cc1ccccc1	-45%[inhibitor]	-25%	0	-2%	-24%	-4%	4%	-9%	-3.5
CCOc1nc(NC(=O)NS(=O)(=O)c2ccccc2F)nc(-c2ccccc2)n1	i	2%	-5	39%[activator]	-22%	10%	0%	-17%	0.0
COc1cccc(CNc2ncc(C(=O)Nc3cc(OC)c(OC)c(OC)c3)c(C)n2)c1	-16%	6%	7	?	5%	7%	-15%	-1%	-1.9
O=C(CCC(=O)N1CCCCCC1)NCc1ccc(F)cc1	13%	11%	-4	-9%	-16%	-3%	2%	-13%	-0.3
O=C(NC(c1ccccc1)c1ccccc1)c1ccc(Br)o1	?	-3%	3	?	0%	-7%	-23%	3%	-1.2
Cc1cc2nc(-c3cccnc3SCC(=O)NCc3ccco3)[nH]c2cc1C	-59%[inhibitor][57.5 µM]	-4%	nt	-21%	-7%	-4%	5%	-12%	1.7
CCCn1c(SCC(=O)NNC(=O)c2ccc(OC)cc2)nnc1C(C)C	-16%	7%	-6	6%	15%	2%	0%	-10%	-2.4
COC(=O)c1ccccc1NC(=O)N1CCN(c2ccccc2F)CC1	i	9%	10	?	-11%	16%	-13%	-1%	-1.2
Cc1cccc(OC(C)C(=O)N2CCc3ccccc3C2)c1 (stereo not given)	i	-5%	6	-56%	10%	3%	-1%	1%	0.8
CC(C)N(C(=O)c1ccccc1-c1ccccc1)C(C)C	-10%[57.5 µM]	12%	4	?	-4%	1%	-12%	-7%	0.4

Some of these compounds in order of their number in PLK1 PBD inh, descending.
| canonical_smiles | PLK1 PBD inh |
| --- | --- |
| CCN(CC)c1ccc(S(=O)(=O)N2CCCCC2)cc1NC(=O)C1CSC2(C)CCC(=O)N12 (stereo not given) | 3% |
| Cc1cccc(OC(C)C(=O)N2CCc3ccccc3C2)c1 (stereo not given) | 1% |
| CCOC(=O)C1CCCN(CC(=O)Nc2c(F)c(F)c(F)c(F)c2F)C1 (stereo not given) | -8% |
| C=CCC[C@@H](Cc1ccc(F)cc1)C(=O)OC[C@@H]1CCCN1C(=O)[C@@H](CC=C)CC(=O)N(CCO)Cc1ccccc1 | -9% |
| O=C(CCC(=O)N1CCCCCC1)NCc1ccc(F)cc1 | -13% |

New compounds follow
SMILES	PTHR1 ag	EPAC1 ag	PI5P4Ka inh	GLP1R inv ag	EPAC1 antagonist	GLP1R ag	HEK293 tox	PLK1 PBD inh	IL-2 act
Cc1nc(N)nc(OCC(F)(F)C(F)F)c1Br	0%[57.5 µM]	-5%	2	10%	-8%	14%	-14%	-15%	-4.5
CCC(C)(O)c1[nH]c2ccc(C#N)cc2c1C (stereo not given)	-29%	-10%	1	-13%	4%	6%	1%	-10%	-0.4
Cc1ccccc1-n1c(C)nnc1SCc1nc2ccccc2s1	-7%[57.5 µM]	-3%	nt	-18%	2%	1%	-15%	0%	-0.1
Cc1nc2ccc(S(=O)(=O)Nc3cccc(-c4nc5cccnc5s4)c3)cc2s1	-28%	15%	-13	-9%	-6%	-4%	-20%	-14%	-4.5
CCOC(=O)c1oc2ccc(S(=O)(=O)n3nc(-c4ccc(Cl)cc4)cc3N)cc2c1C	17%	4%	6	24%	11%	0%	-2%	4%	-5.0
O=C(NCCN1CCOCC1)c1cnn2c(-c3ccccc3)cc(-c3ccccc3)nc12	-15%	6%	nt	-18%	-7%	8%	39%[activator]	-9%	-3.9
COc1ccccc1-c1cnn2c(N3CCOCC3)cc(C)nc12	-5%	9%	1	33%[activator]	10%	15%	6%	-15%	0.8
COc1ccc(S(=O)(=O)N2CCN(C3Cc4ccccc4C3)CC2)cc1	-11%	-8%	-11	8%	-5%	-9%	-7%	-3%	0.2
CN(CCO)c1cnccn1	i	10%	3	6%	-2%	0%	14%	-10%	0.6
O=C(Nc1nc2c(s1)CCCC2)Oc1ccccc1	i	7%	-6	29%	9%	0%	-11%	-2%	-0.5
O=C(O)CCCNC(=O)CCCn1nnc2ccccc2c1=O	i	-1%	4	-4%	-10%	1%	2%	0%	0.1
COc1cccc(C(=O)Nc2nnc(S(=O)(=O)N3CCCC3)s2)c1	-23%&-35%	1%	1	19%&-13%	1%	-6%	0%&5%	-6%	4.9
O=C(CNC(=O)c1ccccc1F)N/N=C/c1cccs1	8%	1%	-5	34%[activator]	?	0%	-6%	2%	-3.6
COc1cccc(-c2sc3ccc(OC)cc3c2-c2ccc(OC)cc2F)c1	-23%	-8%	14	-11%	-9%	1%	10%	-11%	-2.6
CCN(CC)CC(O)c1ccc2ccc3ccc(O)cc3c2c1 (stereo not given)	-24%	0%	2	11µM*	-8%	-4%	?	6%	-0.6
COC(=O)[C@H](Cc1ccccc1)NC(=O)C1(OC(C)=O)CC(OC(C)=O)C(OC(C)=O)C(OC(C)=O)C1 (stereo not given in full)	-16%	1%	1	1%	-7%	14%	-1%	-6%	-0.1
CCCCCOc1ccc(CN2CCOCC2)cc1Cl	-6%[57.5 µM]	6%	2	?	8%	6%	-5%	-8%	-3.3
CCN(Cc1ccc2c(c1)OCO2)C(=O)/C=C/c1cccc(Br)c1	i	10%	9	?	-6%	26%	3%	-1%	0.9
O=C(Nc1ccccc1)c1ccc(F)c(S(=O)(=O)N2CCOCC2)c1	-12%[57.5 µM]	-1%	3	-29%	0%	3%	-12%	-2%	-2.9
COc1ccc(/C=C2\SC(=S)N(CC(=O)NC3C=CS(=O)(=O)C3)C2=O)cc1 (stereo not given)	i	-3%	-1	31%	6%	0%	-11%	-7%	0.9
COc1ccc(Br)cc1/C=N/NC(=O)Cn1nnnc1N	-15%	-2%	0	-16%	1%	1%	?	3%	1.0
CC(C)c1nn2c(=O)cc(O)nc2s1	i	5%	-5	8%	-2%	-1%	-2%	0%	-4.6
CC(C)C(=O)N1CCN(CCN2C(=O)c3cccc4cccc(c34)C2=O)CC1	i	16%	13	12%	8%	9%	1%	-2%	0.6
Cc1ccc2c(c1)C1CN(C)CCC1N2C(=O)c1cccc(S(=O)(=O)N2CC(C)CC(C)C2)c1 (stereo not given)	-6%	4%	9	-25%[7.66 µM]	-6%	-1%	?	-2%	0.8
CCCCC(=O)Nc1c2c(nn1-c1ccc(C)cc1)CS(=O)(=O)C2	-28%	-5%	0	54%[activator]	-7%	5%	0%	4%	-4.6
COc1ccc(C(=O)N(C)CCCC2CCCC2)cc1OC1CCN(C(C)=O)CC1	-29%	1%	-3	22%	3%	13%	1%	1%	-4.6
CC(=O)c1ccc(S(=O)(=O)NCCC(=O)NCCc2c[nH]c3ccccc23)cc1	-23%	20%	?	-14%	3%	-2%	5%	-8%	2.5
O=c1[nH]c(C2CCN(S(=O)(=O)c3ccccc3)CC2)nc2c1nnn2Cc1ccccc1	-15%	-2%	2	10%	-16%	4%	-5%	24µM*	-4.8
O=C(O)/C=C/c1cn(-c2ccccc2)nc1-c1cc2ccccc2o1	-9%	-4%	-2	12%	-27%	11%	0%	?	-0.2

As entered above:
Value for `COc1ccc(/C=C2\SC(=S)N(CC(=O)NC3C=CS(=O)(=O)C3)C2=O)cc1` (stereo not given) under EPAC1 antagonist: 6%
Value for `CCCCC(=O)Nc1c2c(nn1-c1ccc(C)cc1)CS(=O)(=O)C2` under EPAC1 antagonist: -7%

Some of the compounds tested; count on the stated rates, not on these rows.
